GPR151 activ – activators of human GPR151, primary screen, cell-based, PathHunter beta-arrestin, luminescence | G-protein coupled receptor 151 (Homo sapiens), Q8TDV0 | PathHunter beta-arrestin GPR151 cells | activation, % at 11.2 µM | actives 1% (n = 650,000) | AID 1508602, 2020; in the data active = activation above about 4.9%;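 note: 0% = median of compound wells and 100% = cells with positive control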
Target sequence (Q8TDV0 whole entry, looked up): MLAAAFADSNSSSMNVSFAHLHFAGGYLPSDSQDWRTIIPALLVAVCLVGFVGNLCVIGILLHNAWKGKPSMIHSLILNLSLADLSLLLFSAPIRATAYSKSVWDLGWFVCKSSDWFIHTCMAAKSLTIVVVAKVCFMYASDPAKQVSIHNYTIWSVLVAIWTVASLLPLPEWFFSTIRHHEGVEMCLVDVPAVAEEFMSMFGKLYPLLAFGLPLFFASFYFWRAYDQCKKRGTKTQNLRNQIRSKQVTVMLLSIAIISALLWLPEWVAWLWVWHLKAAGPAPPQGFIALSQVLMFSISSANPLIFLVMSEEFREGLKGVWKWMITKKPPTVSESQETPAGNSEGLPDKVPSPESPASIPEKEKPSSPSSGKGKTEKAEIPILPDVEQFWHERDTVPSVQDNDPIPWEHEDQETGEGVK
MITF inh – MITF inhibitors, primary screen, biochemical, AlphaScreen, human; AlphaScreen MITF homodimerization, bead proximity signal; inhibition, % at 2.6 µM; actives 0.91% (n = 650,000); in the data active = inhibition above about 50%;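 note: 0% = vehicle wells with protein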
Target sequence (O75030 whole entry, looked up): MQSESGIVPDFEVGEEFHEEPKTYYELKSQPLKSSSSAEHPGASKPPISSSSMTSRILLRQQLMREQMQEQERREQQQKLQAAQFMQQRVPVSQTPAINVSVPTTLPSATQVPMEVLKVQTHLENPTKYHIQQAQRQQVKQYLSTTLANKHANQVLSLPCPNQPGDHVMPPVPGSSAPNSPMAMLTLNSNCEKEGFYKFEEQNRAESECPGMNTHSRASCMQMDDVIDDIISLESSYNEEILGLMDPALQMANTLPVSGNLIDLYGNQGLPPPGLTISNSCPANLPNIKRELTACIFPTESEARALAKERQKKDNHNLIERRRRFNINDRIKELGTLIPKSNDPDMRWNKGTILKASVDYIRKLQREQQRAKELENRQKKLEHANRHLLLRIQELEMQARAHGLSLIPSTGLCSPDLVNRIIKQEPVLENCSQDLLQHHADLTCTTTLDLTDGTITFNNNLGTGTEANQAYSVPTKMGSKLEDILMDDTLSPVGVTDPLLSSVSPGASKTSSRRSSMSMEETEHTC
FBW7 activator – FBW7 E3 ligase activators, primary screen, biochemical, AlphaScreen, human; AlphaScreen FBW7–phospho-cyclin E peptide binding, activator screen; normalized activity (activation), % at 26.1 µM; actives 0.13% (n = 650,000); AID 1259310, 2017; in the data active = normalized activity above about 1.9%;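 note: purified mutant Fbw7 with reduced substrate affinity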
TEAD-YAP inh – TEAD-YAP interaction inhibition, primary screen, TEAD-YAP interaction inhibitor project, luminescence, HEK-TIYL cells. TEAD-Gal4/YAP UAS-luciferase luminescence. inhibition, % at 9.12 µM. actives 1.4% (n = 640,000); in the data active = inhibition above about 32%;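 note: 0% = median of test compound wells and 100% = reference inhibitor wells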
Starred values were filed as active, the others as inactive.

SMILES	GPR151 activ	MITF inh	FBW7 activator	TEAD-YAP inh
COc1ccc(NC(=O)CSc2nc3nc(C)cc(C)n3n2)c(OC)c1	0.4	17	0.5	-1
CCCn1c(=O)n(C)c(=O)c2c(SCC(=O)NCc3ccco3)nc(C(C)(C)C)nc21	0.1	13	0.1	8
CCOC(=O)c1sc2ncn(C(C)C(=O)OCC)c(=O)c2c1C (configuration not stated)	-0.2	3	0.2	3
CCn1c(CC(=O)Nc2cccc(OC)c2)nnc1SCC(=O)Nc1nccs1	3.1	5	-0.3	11
O=C(CSc1ncccn1)NCCC1=CCCCC1	0.8	2	0.1	0
COc1cccc(C(=O)Nc2ccccc2Cl)c1OC	-2.2	8	-0.1	-89
COC(=O)c1cc(NC(=O)CSc2nncn2C)cc(C(=O)OC)c1	-2.3	-18	0.2	-1
O=C(Nc1c2c(nn1-c1ccc([N+](=O)[O-])cc1)CS(=O)(=O)C2)c1cccc(F)c1	-1.2	1	0.0	-7
CC(=O)Nc1cccc(NC(=O)c2cn(C)c(=O)c3ccccc23)c1	3.3	11	0.2	6
CC(C)n1cnc2c(NCCN3CCOCC3)nc(Nc3ccccc3)nc21	-0.1	11	-0.1	7
Cc1cnc(N2C(=O)c3ccccc3C2=O)s1	-1.3	1	0.0	-8
CCOC(=O)c1nnn(-c2nonc2N)c1CSc1nc2ccc(OCC)cc2[nH]1	0.0	-1	-0.1	4
O=C(N=C1c2ccccc2CN1c1ccccc1)c1ccncc1	-2.4	22	0.2	-24
CC(C)(C)NC(=O)CCCN1C(=O)/C(=C\c2cccs2)SC1=S	1.9	8	-0.1	13
CCOc1ccc(C(=O)Nc2nc3c(OCC)cccc3s2)cc1	0.2	-12	0.1	-11
O=S(=O)(N/N=C/c1c(F)cccc1Cl)c1ccccc1	0.1	-4	-0.1	7
CCOC(=O)c1[nH]c(C)c(C(=O)NCc2ccc(OC)cc2)c1C	1.8	0	-0.3	3
Cc1cc(C(=O)N2CCc3c(cnc(C)c3CNC(=O)CSc3ccccc3)C2)c(C)o1	0.8	15	0.2	0
CC(C)n1cnc2c(NCc3ccccc3)nc(-c3cccs3)nc21	0.3	6	-0.1	7
COc1ccccc1CN1C[C@@H]2C[C@@H](c3ccc(-n4cccn4)cc3)N3CCC[C@@]23C1=O	-1.3	-3	-0.1	-11
O=C(NC1CCCC1)C1CCN(C(=O)Cc2ccccc2)CC1	1.6	10	0.0	-4
COc1nccnc1NS(=O)(=O)c1ccc(NCc2ccccc2O)cc1	1.2	-9	-0.1	5
COC(=O)c1ccc(/C=N/NC(=O)c2cccs2)cc1	-5.2	6	0.0	-41
COc1cc(C)ccc1OCCN1CCNCC1	1.2	20	-0.1	4
O=C(COc1cccc(Br)c1)n1cnc2ccccc21	1.6	10	0.6	-2
(listing goes on)
SMILES	GPR151 activ	MITF inh	FBW7 activator	TEAD-YAP inh
CCn1c(CNC(=O)c2ccccc2)n[nH]c1=S	2.9	8	0.1	5
Cc1ccc(N2NC(=O)/C(=C/c3ccc(-c4ccc(S(N)(=O)=O)cc4)o3)C2=O)cc1	1.3	-5	0.0	-2
Cc1ccc(F)cc1NC(=O)N[C@H]1C[C@H]2C(=O)N[C@@H](CC(C)C)C(=O)N2C1	-1.0	-2	0.3	0
COc1cc(-c2nc(C(N)=O)c3[nH]c(=O)n(-c4ccccc4)c3n2)cc(OC)c1OC	0.8	3	0.1	7
Cc1ccc([N+](=O)[O-])cc1NC(=O)CN(C)S(=O)(=O)c1ccc(Br)cc1	-1.1	1	0.1	3
O=C(Cn1c(=O)oc2cc(Cl)ccc21)N1CCN(C2CCCCC2)CC1	-0.6	19	0.0	6
O=C(COc1ccc(Br)cc1Cl)Nc1ncn[nH]1	-1.2	-6	-0.3	46*
O=C(CC1(O)C(=O)Nc2ccc(I)cc21)c1ccc(Cl)s1 (configuration not stated)	-0.7	12	0.2	-4
COc1ccccc1NC(=O)Nc1c(-c2ccccc2)nc2ccccn12	-0.9	-10	0.0	2
COC(CNC(=O)CSCc1nc(-c2ccc(C)cc2)oc1C)OC	0.1	14	-0.4	-1
Cc1ccc(CN2CCN(Cc3cc(F)cc(F)c3)CC2CCO)cc1 (configuration not stated)	-1.1	-12	-0.1	-10
CCn1c(-c2ccc(Cl)cc2)csc1=Nc1cccc(C)c1C	-0.1	-6	0.0	-6
COCCNC(=O)[C@H]1C[C@@H](c2ccc(F)cc2)NS(=O)(=O)N1C	-1.0	-1	0.0	8
COc1ccc(C2=NN(C(=O)c3ccccc3Cl)C(c3ccccc3Cl)C2)cc1OC (configuration not stated)	-1.1	4	-0.2	1
C=CCNc1cc(N2CCN(C(=O)c3cccc(Cl)c3)CC2)ccc1[N+](=O)[O-]	-0.7	9	-0.6	6
COc1cccc2cc(-c3nc4ccccc4[nH]3)c(=Nc3ccccc3)oc12	-1.5	7	0.0	-40
Cc1cccc(NC(=O)c2nc[nH]c2C(=O)Nc2ccccc2[N+](=O)[O-])c1	0.5	0	-0.2	-7
Cc1ccc(NC(=O)c2cc(=O)c3cc(C)ccc3o2)cc1	-1.1	0	0.2	-2
COc1ccc2c(c1)c(C(=O)CN1CCCCC1)c(C)n2C	-0.4	0	0.0	1
Cc1ccccc1NS(=O)(=O)c1ccccc1C#N	-0.7	11	1.4	-8
O=C(CSc1nc2ccsc2c(=O)n1Cc1ccc2c(c1)OCO2)NC1CCCCC1	0.8	20	0.1	3
COc1ccc2c(c1)CC(C(=O)Nc1ccc(-c3cn[nH]c3)cc1Oc1cccc(N(C)C)c1)CO2 (configuration not stated)	0.7	7	-0.2	-11
COC(=O)c1c(NC(=O)c2sc3ccccc3c2Cl)sc2c1CCC(C(C)(C)C)C2 (configuration not stated)	0.4	0	-0.1	-4
CCCCCCSc1nc2sc3c(c2c(=O)n1-c1ccccc1)CC(C(C)C)OC3 (configuration not stated)	0.8	-7	0.4	-7
COC(=O)NC(C)N1C(=O)C2C3C=CC(C3)C2C1=O (configuration not stated)	1.5	-7	0.1	4

Only TEAD-YAP inh, MITF inh and FBW7 activator (2 entries from above):
| smiles | TEAD-YAP inh | MITF inh | FBW7 activator |
| --- | --- | --- | --- |
| COCCNC(=O)[C@H]1C[C@@H](c2ccc(F)cc2)NS(=O)(=O)N1C | 8 | -1 | 0.0 |
| COc1ccc(C2=NN(C(=O)c3ccccc3Cl)C(c3ccccc3Cl)C2)cc1OC (configuration not stated) | 1 | 4 | -0.2 |

The list goes on:
SMILES	GPR151 activ	MITF inh	FBW7 activator	TEAD-YAP inh
CCOC(=O)C1=C(C)N=c2s/c(=C/c3ccc(OC)cc3OC)c(=O)n2C1c1ccc(F)cc1 (configuration not stated)	-0.7	5	0.7	5
COc1cccc(-c2cc(C(=O)NCc3ccc4c(c3)OCO4)on2)c1	-0.2	-3	0.1	3
Cc1sc2nc(SCC(=O)Nc3cccc(F)c3)[nH]c(=O)c2c1C	-0.4	25	0.0	-3
O=C(Cn1c(=O)n(-c2ccccc2)c(=O)c2oc3ccccc3c21)NCc1ccco1	3.2	10	0.5	4
CC(C)(C)c1ccc(-c2nc(-c3ccc(NC(=O)Cn4cc([N+](=O)[O-])cn4)cc3)no2)cc1	0.6	-1	0.1	4
COc1ccc(C(=O)NNC(=O)Cc2cccc3ccccc23)cc1	0.1	3	0.3	2
Cc1cc(C#N)c(NC(=O)c2ccco2)s1	0.5	9	-0.1	-7
CCc1ccc(NC(=O)Cn2cc(S(=O)(=O)c3ccccc3)c(=O)c3ccccc32)cc1	-0.6	11	0.7	4
O=C(O)CC(NCc1ccncc1)c1cccs1 (configuration not stated)	0.5	-4	0.0	-8
CC(=O)C/C(C)=N/NC(=O)c1ccccc1[N+](=O)[O-]	0.1	-5	0.0	-11
Cc1c(NC(=O)c2cc(C(=O)O)ccc2C(=O)O)c(=O)n(-c2ccccc2)n1C	-0.1	10	0.0	6
O=C(Nc1ccccc1Br)C12CC3CC(C1)CC(C(=O)Nc1ccccc1Br)(C3)C2	-1.0	4	-0.1	-3
O=C(c1nc2sccn2c1CN1CCOc2ccccc2C1)N1CCCCCCC1	-2.3	0	-0.1	4
CC(=O)Oc1ccc(C2C(C(=O)OC3CCCC3)=C(C)NC3=C2C(=O)CC(C)(C)C3)cc1 (configuration not stated)	0.3	6	0.2	-6
O=C(NCC1COc2ccccc2O1)C1C2C=CC3(CN(Cc4cccs4)C(=O)C13)O2 (configuration not stated)	3.4	4	0.0	-2
COc1ccc(N2CSC3=C(C#N)C(c4ccc([N+](=O)[O-])cc4)CC(=O)N3C2)cc1 (configuration not stated)	0.9	2	-0.1	-33
Cc1ccc(-n2c3nc(=O)[nH]c(=O)c-3cc3c(C)nn(-c4ccccc4)c32)cc1	0.2	10	0.1	-9
COc1ccc(C(=O)N2CCN(Cc3cccc(Br)c3)CC2)cc1	0.4	51*	0.1	-2
Cc1cc2nc3s/c(=C\c4cc(Cl)ccc4OCc4ccccc4)c(=O)n3c2cc1C	-0.3	3	0.0	2
CN1CCN(c2nc3c(c(=O)n(C)c(=O)n3C)n2Cc2ccc(F)cc2)CC1	0.6	-6	0.1	-5
COc1ccc(-c2noc(N3CCN(Cc4ccccc4)CC3)n2)cc1	-0.3	3	0.2	-19
CCc1cccc(CC)c1NS(=O)(=O)c1ccc2c(c1)NC(=O)CC(=O)N2	-0.6	1	-0.2	-6
CC(C)n1cnc2c(Nc3ccccc3)nc(-c3cccs3)nc21	1.6	11	0.2	5
Cc1nc2sccn2c1C(=O)NN=C1CCCCC1	-1.3	15	0.8	2
Cc1ccc(-n2c(N)c(C(=O)NCc3ccco3)sc2=S)cc1	3.2	15	-0.4	2

Copied from the entries so far for reference:
SMILES	GPR151 activ	MITF inh	FBW7 activator	TEAD-YAP inh
COc1cccc(-c2cc(C(=O)NCc3ccc4c(c3)OCO4)on2)c1	-0.2	-3	0.1	3
Cc1sc2nc(SCC(=O)Nc3cccc(F)c3)[nH]c(=O)c2c1C	-0.4	25	0.0	-3
O=C(Cn1c(=O)n(-c2ccccc2)c(=O)c2oc3ccccc3c21)NCc1ccco1	3.2	10	0.5	4
CC(C)(C)c1ccc(-c2nc(-c3ccc(NC(=O)Cn4cc([N+](=O)[O-])cn4)cc3)no2)cc1	0.6	-1	0.1	4
COc1ccc(C(=O)NNC(=O)Cc2cccc3ccccc23)cc1	0.1	3	0.3	2
Cc1cc(C#N)c(NC(=O)c2ccco2)s1	0.5	9	-0.1	-7
CCc1ccc(NC(=O)Cn2cc(S(=O)(=O)c3ccccc3)c(=O)c3ccccc32)cc1	-0.6	11	0.7	4
O=C(O)CC(NCc1ccncc1)c1cccs1 (configuration not stated)	0.5	-4	0.0	-8
CC(=O)C/C(C)=N/NC(=O)c1ccccc1[N+](=O)[O-]	0.1	-5	0.0	-11
Cc1c(NC(=O)c2cc(C(=O)O)ccc2C(=O)O)c(=O)n(-c2ccccc2)n1C	-0.1	10	0.0	6
O=C(Nc1ccccc1Br)C12CC3CC(C1)CC(C(=O)Nc1ccccc1Br)(C3)C2	-1.0	4	-0.1	-3
O=C(c1nc2sccn2c1CN1CCOc2ccccc2C1)N1CCCCCCC1	-2.3	0	-0.1	4
CC(=O)Oc1ccc(C2C(C(=O)OC3CCCC3)=C(C)NC3=C2C(=O)CC(C)(C)C3)cc1 (configuration not stated)	0.3	6	0.2	-6
O=C(NCC1COc2ccccc2O1)C1C2C=CC3(CN(Cc4cccs4)C(=O)C13)O2 (configuration not stated)	3.4	4	0.0	-2

The list continues.
SMILES	GPR151 activ	MITF inh	FBW7 activator	TEAD-YAP inh
Cc1ccnc(NC(=O)COc2ccc(Cl)c(C)c2)c1	-1.0	5	-0.1	-31
CNC(=S)Nc1cccc(Cl)c1C	-1.8	24	0.4	0
Cn1c(=O)c2c(NC(=O)c3ccccc3Cl)ccnc2n(C)c1=O	-2.2	-8	-0.2	-6
CCC(=O)N[C@@H]1c2ccccc2C2(CCN(Cc3cn[nH]c3-c3ccccc3)CC2)[C@H]1OC	-1.6	0	-0.3	-3
CC(=O)NCCC(=O)NCCc1ccc(S(N)(=O)=O)cc1	-1.5	-12	0.1	-1
COCCCNC(=S)N(CCc1nc2ccccc2[nH]1)C1CCCC1	1.1	4	-0.1	6
NC(=O)CCn1ncc2cccn2c1=O	-0.7	2	0.1	16
Cc1cc2nc3s/c(=C\c4cccc(Br)c4)c(=O)n3c2cc1C	-0.2	-3	0.0	-1
Cc1ccc(NC(=O)C2C3C=CC4(O3)C2C(=O)N(CC2CCCO2)C4C(=O)NC2CCCC(C)C2C)cc1Cl (configuration not stated)	0.0	-6	0.0	-6
O=C(Nc1cccc(Cl)c1Cl)c1cc(S(=O)(=O)NCc2ccccc2Cl)ccc1F	0.5	16	-0.1	-6
Cc1cc(N2CCC(C)CC2)nc2ccc(NC(=O)CCC(=O)N3CCN(C)CC3)cc12	1.0	9	-0.1	-31
Nc1cc(Nc2ccc(C(F)(F)F)cc2)ncn1	-2.3	-8	0.2	-6
Cc1ccc(NC(=S)N2CCN(c3ccccn3)CC2)c(C)c1	0.8	13	0.1	-3
O=C1c2ccccc2C(=O)N1c1ccc(Oc2ccc(Br)cc2)cc1	0.4	0	0.0	-2
CCOC(=O)c1sc2nc(SCc3c(F)cccc3F)n(CCc3ccc(OC)c(OC)c3)c(=O)c2c1C	-0.2	7	0.5	-10
COc1ccc(CNC(=O)C/C(C)=N/NC(=O)c2cccc(C)c2)cc1	0.3	0	0.3	-40
COc1ccccc1CNC(=O)c1cn(C)c(=O)c2c1c1ccccc1n2C	0.6	1	-0.1	15
COc1ccc(-c2noc(N(C)CC(=O)NCCCN3CCOCC3)n2)cc1	-2.0	-2	0.1	-7
Cc1cccc(NC(=O)c2cnn(-c3ccccc3)c2NC(=O)c2ccccc2C)c1	0.0	0	0.0	20

Compound activity deposited in PubChem BioAssay by The Scripps Research Institute Molecular Screening Center.
